# ssDAF12 agonist: S. stercoralis DAF-12 nuclear receptor activators, primary screen, cell-based, luminescence, HEK293, GRIP1 co-expression, lit1-tk-luc | Nuclear hormone receptor DAF-12 (Strongyloides stercoralis) | HEK293 ssDAF-12/GRIP1 lit1-tk-luc reporter; % of 3 µM dafachronic acid response | activation, % at 6.8 µM | 370,000 tested, 1% active | AID 652126, 2013;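 active = activation above the mean over all tested compounds plus 3 SD, cut at about 0.9% in these data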;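 note: 0% = DMSO-only wells and 100% = 3 µM delta7-dafachronic acid wells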
# ADAM10 inh: human ADAM10 inhibitors, primary screen, biochemical, QFRET, HTS; 370,000 tested, 0.62% active; inhibition, % at 7 µM; Disintegrin and metalloproteinase domain-containing protein 10 (Homo sapiens), O14672; recombinant ADAM10, EDANS/DABCYL FRET peptide cleavage, 3 h;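 active = inhibition above a per-campaign cutoff equal to the mean of compounds falling between control-based bounds plus 3 SD, cut at about 20% in these data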;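 note: 0% = DMSO wells while the 100% control is not disclosed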
# GC-A act: GC-A stimulated cGMP production enhancers – HEK293 GC-A cells, cGMP TR-FRET, EC30 ANP, primary screen; Atrial natriuretic peptide receptor 1 (Homo sapiens), P16066; 0% at EC30 ANP, 100% saturating ANP; activation, % at 10 µM; 370,000 tested, 0.14% active; AID 1671463, 2021; in the data active = activation above about 40%
# Target sequence (P16066 whole entry, looked up): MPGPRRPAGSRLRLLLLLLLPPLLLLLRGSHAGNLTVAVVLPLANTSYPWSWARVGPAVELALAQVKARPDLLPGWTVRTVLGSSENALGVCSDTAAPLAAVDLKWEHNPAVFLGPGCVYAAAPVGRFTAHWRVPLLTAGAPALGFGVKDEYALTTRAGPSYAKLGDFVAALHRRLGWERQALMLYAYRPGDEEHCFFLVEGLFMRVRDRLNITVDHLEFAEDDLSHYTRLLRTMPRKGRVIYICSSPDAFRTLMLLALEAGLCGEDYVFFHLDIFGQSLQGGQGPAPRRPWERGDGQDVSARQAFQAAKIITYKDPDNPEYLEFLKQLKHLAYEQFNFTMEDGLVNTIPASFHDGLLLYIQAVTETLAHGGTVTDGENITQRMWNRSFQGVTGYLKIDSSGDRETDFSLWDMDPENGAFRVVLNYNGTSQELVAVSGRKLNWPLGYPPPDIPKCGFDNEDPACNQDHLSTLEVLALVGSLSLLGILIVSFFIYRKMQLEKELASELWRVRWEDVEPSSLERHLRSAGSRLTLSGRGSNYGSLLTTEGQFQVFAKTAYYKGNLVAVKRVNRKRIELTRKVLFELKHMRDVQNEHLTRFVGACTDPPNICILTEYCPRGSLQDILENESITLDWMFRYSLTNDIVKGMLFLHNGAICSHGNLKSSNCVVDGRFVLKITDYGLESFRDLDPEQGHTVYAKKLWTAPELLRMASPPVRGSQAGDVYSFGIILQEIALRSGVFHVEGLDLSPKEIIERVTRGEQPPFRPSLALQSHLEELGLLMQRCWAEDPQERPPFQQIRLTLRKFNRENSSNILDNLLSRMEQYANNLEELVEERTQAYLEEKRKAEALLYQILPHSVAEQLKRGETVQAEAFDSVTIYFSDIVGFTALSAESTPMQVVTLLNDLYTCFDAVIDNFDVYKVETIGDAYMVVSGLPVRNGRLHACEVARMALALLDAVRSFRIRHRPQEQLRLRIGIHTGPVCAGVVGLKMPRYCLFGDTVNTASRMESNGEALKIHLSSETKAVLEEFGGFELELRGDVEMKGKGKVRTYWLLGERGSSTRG
# hgDAF-12 ag: H. glycines DAF-12 receptor agonists, primary screen, cell-based, luminescence, HEK293, GAL4 fusion, UAS-luciferase | 370,000 tested, 1.8% active | AID 687014, 2013 | HEK293 GAL4-hgDAF12 UAS-luciferase reporter, agonist luminescence; normalized to butyrate control | Nuclear hormone receptor DAF-12 (Heterodera glycines), GAL4 fusion | activation, % at 6.8 µM;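 active = activation above a cutoff set at the mean of all screened compounds plus 3 SD, cut at about 10% in these data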;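 note: 0% = DMSO wells and 100% = sodium butyrate wells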
# DAX1 inh-1: DAX1 (NR0B1) inhibitors, primary screen, cell-based, HEK293, Gal4-DAX1, luciferase luminescence; HEK293 Gal4-DAX1 luciferase reporter; inhibition, % at 6.75 µM; 340,000 tested, 0.99% active; AID 504766, 2011;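 active = inhibition above the mean over all tested compounds plus 3 SD, cut at about 4.2% in these data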;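 note: 0% = DAX1-transfected cells with DMSO and 100% = empty-vector control cells with DMSO; inhibition shows as a rise in luminescence from relieved DAX1 repression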
# PG9 binder: binders of HIV-1 gp120 antibody PG9, primary screen, biochemical, TR-FRET; HIV-1 gp120 / PG9 antibody interaction; TR-FRET gp120-PG9 antibody binding; 360,000 tested, 0.43% active; AID 624416, 2012; inhibition, % at 6.7 µM; in the data active = inhibition above about 8.5%
# SMARCA2 act: SMARCA2 (BRM) function activators, primary screen, cell-based, luminescence, high throughput; MG213 cells, MMTV-luciferase reporter, dexamethasone, overnight; activation, % at 9.1 µM; 370,000 tested, 1% active; AID 652017, 2013; in the data active = activation above about 7.8%;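 note: 0% = vehicle wells and 100% = reference activator wells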
# DAX1 inh-2: DAX1 (NR0B1) inhibitors on StAR promoter, primary screen, cell-based, luminescence, SF-1 (NR5A1), full-length DAX-1. HEK293T StAR-luciferase reporter, SF-1/DAX-1 repression relief. inhibition, % at 6.8 µM. 370,000 tested, 1.1% active. AID 652010, 2013;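 active = inhibition above the mean over all tested compounds plus 3 SD, cut at about 3.6% in these data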;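 note: 0% = DAX-1 cells with DMSO and 100% = cells lacking DAX-1 with DMSO; higher inhibition means more luminescence from relief of DAX-1 repression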
# ADAM17 inh: ADAM17 inhibitors, primary screen, biochemical, QFRET | Disintegrin and metalloproteinase domain-containing protein 17 (Homo sapiens), P78536 | recombinant ADAM17, EDANS/DABCYL FRET peptide cleavage | inhibition, % at 6.95 µM | 370,000 tested, 0.83% active | AID 720648, 2013;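 active = inhibition above the mean of compounds lying between control limits plus 3 SD, set per campaign, cut at about 8.5% in these data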;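 note: 0% = DMSO-only wells as the low control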
# hcDAF-12 act: H. contortus DAF-12 nuclear receptor activators, primary screen, cell-based, luminescence, HEK293, lit1-tk-luc reporter; AID 652067, 2013; HEK293 hcDAF-12 lit1-tk-luc reporter; 0% DMSO, 100% Δ7-dafachronic acid; 370,000 tested, 1.4% active; activation, % at 6.8 µM;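 active = activation above the mean of all tested compounds plus 3 SD, cut at about 5.5% in these data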;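 note: 100% = response to 3 µM Δ7-dafachronic acid high control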
# GAA850 FXN act: FXN promoter activators, primary screen, cell-based, luciferase luminescence, HEK293 lucGAA850. HEK293 lucGAA850 FXN promoter luciferase reporter, 24 h; percent of 10 µM SAHA response. activation, % at 6 µM. 360,000 tested, 0.56% active. AID 540364, 2011;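 active = activation above the average of all compounds screened plus 3 SD, cutoff fixed separately per campaign, cut at about 7.5% in these data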;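 note: 0% = DMSO wells and 100% = 10 µM SAHA wells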
# * marks the source's active call; other numbers are inactive results; i = inactive; · = not tested or not shown.
SMILES,ssDAF12 agonist,ADAM10 inh,GC-A act,hgDAF-12 ag,DAX1 inh-1,PG9 binder,SMARCA2 act,DAX1 inh-2,ADAM17 inh,hcDAF-12 act,GAA850 FXN act
COC(=O)CC1=C(C(=O)OC)C(c2cc(OC)c(OC)cc2OC)C(C#N)=C(N)O1 (stereo not given),-2.2,-17,-3,1.6,1.4,-4.1,1,-0.9,-7,-1.7,0.3
C/C(=N/NS(=O)(=O)c1ccc(C)cc1)c1cccc(NC(=O)c2cccc(Cl)c2)c1,-1.2,1,-6,1.8,-0.4,-1.1,2,0.1,-2,-0.6,1.0
CCOC(=O)c1c(C)n(C)c2ccc(OCC(O)Cn3nc(C)cc3C)cc12 (stereo not given),-1.6,4,5,-2.0,-0.7,-0.3,2,-1.2,-1,-2.1,-0.4
COc1ccccc1OCC(=O)Nn1c(=S)[nH]c2ncccc2c1=O,-0.8,-10,-1,0.6,-1.6,-0.7,-3,-0.6,3,2.1,-0.1
CCOc1ccc(CN(C)C(=O)c2cc(S(=O)(=O)N3CCCC3)ccc2C)cc1,-1.1,-5,-1,-2.4,-1.1,-0.2,0,-2.7,-6,-2.9,-0.1
Cc1ccc(S(=O)(=O)N/N=C\c2cn(CC(N)=O)c3ccccc23)cc1,-1.1,5,1,2.9,-0.3,-4.2,1,1.9,3,0.2,4.0
O=C(COC(=O)C12CC3CC(CC(O)(C3)C1)C2)N1CCN(S(=O)(=O)c2ccc(Cl)cc2)CC1,-0.9,-10,-1,0.4,0.1,1.5,2,-1.0,-4,-2.0,-2.4
Cc1cc(C)n(-c2ccc(C(=O)NCC(c3ccco3)N3CCCC3)cc2)n1 (stereo not given),-1.0,-9,0,-3.3,-0.3,1.9,-5,-2.6,-7,2.0,-0.3
CCn1c(COc2cccc(C)c2)nnc1SCC(=O)NC1CCCC1,-1.5,-9,-1,-1.7,-1.1,-0.5,-3,-0.4,2,-0.2,0.2
COc1ccc(CN2CCN(c3ccccc3OC)CC2)cc1OC,-1.6,-1,2,0.8,0.6,-1.3,-2,-0.5,-7,-0.9,1.1
Cc1ccc(Cc2c(-c3ccccc3)nc3cc(C)ccn23)cc1,1.3*,-218,19,11*,2.3,-0.1,2,3.2,-58,4.0,3.5
CSc1nc(Cl)c(Cc2ccc(OC(C)C)cc2)c(N2CCOCC2)n1,-1.5,10,0,-0.1,0.0,1.6,-1,-0.7,4,-2.2,0.1
CCn1c(SCc2nc3ccccc3nc2C)nnc1-c1cccs1,-1.1,4,-3,-3.5,-1.3,-1.7,-4,-0.7,-1,-1.0,1.8
COC(CSc1nc(N)c2c3c(sc2n1)CN(C)CC3)OC,-1.2,i,10,0.1,0.8,-0.9,5,0.0,-216,-0.6,2.7
CCN1CCN(c2nc(-c3cccs3)nc3ccccc23)CC1,-1.0,-15,1,1.1,0.4,-2.5,3,1.0,-2,1.4,0.1
O=C(NCCc1ccccc1)OCc1cn(Cc2ccccc2Cl)nn1,-0.8,-1,2,0.9,·,·,-2,0.2,0,-1.8,·
COc1ccc(/C=C2\SC(=O)N(CCC(=O)N3CCCCC3CCO)C2=O)cc1 (stereo not given),-1.5,8,1,-0.7,-0.1,-12,0,-1.3,1,-1.7,-1.1
Cc1ccc(-c2nn(-c3ccc(F)cc3)cc2C(=O)N(C)CC(=O)Nc2ccc(N3CCOCC3)cc2)cc1,-0.4,5,-5,-1.9,2.6,-0.4,-1,-0.8,2,1.8,0.0
Cc1ccc(C(=O)/C=C/c2ccco2)c(O)c1,-0.9,-2,3,0.5,-0.6,-0.4,3,0.6,-3,1.4,5.7
CCCC(=O)N1CCC1(C)C(=O)Nc1ccc(C)cc1 (stereo not given),-1.1,-2,2,1.2,·,1.9,0,0.8,2,-0.3,0.9
CNC(=S)Nc1ccc(C23CC4CC(CC(C4)C2)C3)cc1,-1.8,6,-5,-0.3,1.5,-2.1,3,-0.6,2,-3.5,4.7
CCCc1[nH]nc2c1C(c1ccc(OC(=O)N3CCOCC3)c(OC)c1)C(C#N)=C(N)O2 (stereo not given),-1.2,-2,-3,-0.5,0.1,-0.4,3,-0.3,2,-0.8,1.2
CCc1cc2c3c(c1)C(C)CC(C)(C)N3C(=O)C2=O (stereo not given),-0.5,-10,-2,-2.5,-1.8,-0.6,-2,-0.2,-3,-1.7,-1.5
CCOC(=O)C1(CCc2ccccc2)CCN(Cc2cc(OC)c(OC)cc2OC)CC1,-1.1,2,-25,-0.6,1.5,-1.4,-2,-0.5,-3,-1.1,-4.0
O=C(Nc1ccc(Cl)cc1)c1ccc2c(c1)OCO2,-0.1,-16,0,13*,2.8,1.0,1,2.8,-5,5.6*,-0.9
O=C(NCCCN1CCC(Cc2ccccc2)CC1)C1CC(=O)N(C2CCCC2)C1 (stereo not given),-0.9,4,0,1.3,-0.5,0.9,2,-0.3,0,-1.5,0.9
O=C(CSc1nnc(CN2CCCC2)n1-c1ccc(F)cc1)c1ccc2c(c1)OCO2,-1.0,-6,-3,0.7,-0.7,-0.9,2,-1.1,-1,-0.9,0.5
Cc1ccc(OCC(=O)NC(=S)Nc2ccc(Br)c(C)n2)cc1,-0.6,1,4,1.3,-1.0,-1.6,-3,1.7,0,-1.1,1.9
CC1(C(=O)N2CCN(c3ccc([N+](=O)[O-])cc3)CC2)CC1(Cl)Cl (stereo not given),-1.1,-2,1,-3.2,-2.8,-1.5,-2,-0.9,0,-1.1,-2.1
CC(C)CN(CC(C)C)CC(O)COc1ccccc1Br (stereo not given),-0.9,6,0,-0.2,-1.1,-1.6,-1,-0.1,0,0.5,2.2

# As a short view, some entries already given.
SMILES,ssDAF12 agonist,ADAM10 inh,GC-A act,hgDAF-12 ag,DAX1 inh-1,PG9 binder,SMARCA2 act,DAX1 inh-2,ADAM17 inh,hcDAF-12 act,GAA850 FXN act
CNC(=S)Nc1ccc(C23CC4CC(CC(C4)C2)C3)cc1,-1.8,6,-5,-0.3,1.5,-2.1,3,-0.6,2,-3.5,4.7
CCCc1[nH]nc2c1C(c1ccc(OC(=O)N3CCOCC3)c(OC)c1)C(C#N)=C(N)O2 (stereo not given),-1.2,-2,-3,-0.5,0.1,-0.4,3,-0.3,2,-0.8,1.2
CCc1cc2c3c(c1)C(C)CC(C)(C)N3C(=O)C2=O (stereo not given),-0.5,-10,-2,-2.5,-1.8,-0.6,-2,-0.2,-3,-1.7,-1.5
CCOC(=O)C1(CCc2ccccc2)CCN(Cc2cc(OC)c(OC)cc2OC)CC1,-1.1,2,-25,-0.6,1.5,-1.4,-2,-0.5,-3,-1.1,-4.0

# Remaining list, next part
SMILES,ssDAF12 agonist,ADAM10 inh,GC-A act,hgDAF-12 ag,DAX1 inh-1,PG9 binder,SMARCA2 act,DAX1 inh-2,ADAM17 inh,hcDAF-12 act,GAA850 FXN act
CCCCCc1c(-c2cccc(OC)c2)ncn1CCc1ccccc1OC,-2.2,15,-9,-2.2,·,-1.5,-2,-2.5,3,-2.3,·
COc1cccc(CNC(=O)CCC2CCCN(C(=O)C3=CC(=O)CC(C)(C)O3)C2)c1 (stereo not given),-0.1,0,-1,5.2,1.0,-1.0,-3,-0.9,0,-1.2,2.0
Cn1c(C2=C(O)CN(Cc3ccccc3)C2=N)nc2ccccc21,-1.0,6,2,-0.3,1.0,-1.8,8.6*,-0.3,-4,0.5,4.3
O=C(OCCO)c1c(-c2ccccc2)oc2c1C(OCCO)CCC2 (stereo not given),-1.4,-25,0,2.2,·,0.2,0,-1.0,-10,3.0,·
Cc1ccc2c(CN3CCCCC3C)cc(=O)oc2c1C (stereo not given),-1.0,-8,3,-1.1,2.6,0.2,1,0.2,-8,-1.3,4.4
CCOc1cccc(/C=C2/NC(=O)N(CC(=O)Nc3cccc(C)c3)C2=O)c1O,-1.6,-7,4,-0.6,-0.2,-1.6,-1,-0.1,0,-0.8,1.1
CC(C)C[C@@]12C(=O)N(c3cccc(Br)c3)C(=O)N1[C@H](c1ccc(F)cc1)[C@@H]1C(=O)N(C3CCCCC3)C(=O)[C@@H]12,-0.8,16,-9,-0.2,1.2,0.1,1,1.2,2,-2.2,11*
Cc1cccc(C)c1OCC(=O)Nn1c(COc2ccccc2)nc2ccccc2c1=O,-1.9,5,-1,-1.6,-1.3,1.2,-3,-0.1,7,-1.8,-1.4
Cc1ccc(C(=O)O)cc1N1C(=O)CCCC1=O,-0.8,5,2,2.8,1.0,-1.5,-1,0.0,6,-0.7,1.1
O=C1C(=Cc2cccc(Cl)c2)CCc2ccccc21,-0.9,-13,1,6.7,·,-1.6,1,0.6,-1,0.5,·
FC(F)(F)c1ccc(CN2C[C@@H]3C(c4ccc(C(F)(F)F)cc4)C4(c5cccnc5)CC3(C4)[C@H]2c2ccccc2)cc1 (stereo not given in full),-1.2,2,1,2.2,-0.4,1.0,-1,-0.2,3,0.3,0.4
CN(C#N)c1nc(N2CCOCC2)nc(N2CCOCC2)n1,-0.7,0,4,3.4,0.4,0.8,-5,0.2,-5,-1.4,1.4
CCOC(=O)c1sc(NC(=O)CCSC)nc1C,-0.9,-18,9,3.4,1.2,0.7,-2,-0.1,-4,0.7,0.4
COc1ccc(-c2ccccc2C2Cc3nnccc3CN2)cc1 (stereo not given),-1.4,4,-1,1.1,·,-0.5,3,-0.1,-1,-1.6,·
COc1cc(S(=O)(=O)N2CCN=C2c2ccccc2)c(OC)cc1Cl,-0.9,4,1,0.3,0.2,1.7,-3,1.1,-1,1.2,-1.6
CCCC(C)n1[nH]c(=O)cc1N (stereo not given),-0.9,-5,-3,3.1,0.1,-0.5,0,-0.7,-5,-1.7,0.1
COc1ccccc1S(=O)(=O)N(C)C[C@@H]1OCc2cnnn2CCCC(=O)N([C@@H](C)CO)C[C@@H]1C,-1.3,-14,3,-0.6,0.5,1.8,-4,-1.3,3,0.6,0.9
Cc1ccc(C)c(Nc2cc(C)nc3ncnn23)c1,-1.3,10,-1,-3.1,-1.9,-0.7,3,-0.1,2,0.9,-0.7
Cc1cc(NC(=O)CSc2nccn2-c2ccc(Cl)cc2)no1,-1.1,9,-3,0.5,-0.6,-2.2,-1,-0.5,3,-1.4,-0.2
O=C(CCCN1C(=O)/C(=C/c2ccccc2Cl)SC1=S)NCCCN1CCOCC1,-2.7,-19,-2,-12,-1.4,-3.0,-8,-5.3,1,-7.9,-11
CC(=O)c1cccc(OCC(=O)N(C)CC(=O)Nc2ccc(F)cc2)c1,-1.2,5,-1,1.7,·,-0.9,-2,0.6,0,-0.7,·

# Source: PubChem BioAssay (several laboratories)

# Compounds as they come; any-hit rate near 6.8%.
